a7 integrin act – activators of alpha7 integrin expression for muscular dystrophy. alpha7betagal myoblasts, beta-gal FDG fluorescence, 48 h. Potency, µM (highest dose often 38.3 µM), inactives show top-dose activation, actives largely listed as activators. 350,000 tested, 0.064% active;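 note: potency is the fitted concentration of half-maximal effect; 100% = response of the positive control SU9516; nearly all actives have a fitted effect of over 60% in size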
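alpha7betagal+/- myoblasts (passage 13, 250/well) treated 48 h at 37C with compounds at 1:260 dilution of DMSO stock. Lysed, then beta-galactosidase activity read as FDG fluorescence (ex 480/em 540) after 30 min, with pre-read for autofluorescence.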
PTAP TSG101 blk – blocks PTAP/TSG101 interaction to inhibit HIV-1 budding | Q99816 | Fluorescence polarization, FITC-PTAP peptide / Tsg101 binding | Potency, µM (series often up to 115 µM), for inactives: at the highest dose activity change, negative = inhibition, most hits filed as inhibitors | 340,000 tested, under 10 active | AID 493005; active = well fitted inhibition curve with a large enough effect in the main read-out, with a control signal flat, not every such curve was filed as active; inconclusive = small, poorly fitted or top-dose-only effect, or effect the other way, or a change in a side signal; inactive = no such curve, though single readings can be large or run the other way; note: potency is the fitted concentration of half-maximal effect; % of control where 0% means no effect
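Steps: Tsg101 binding domain dispensed (10 uM final), compounds pinned in DMSO, FITC-labeled PTAP-motif peptide added (50 nM final); after 20 min binding at room temperature, polarization measured.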
MBNL1 CUG block – inhibitors of human MBNL1 binding to CUG repeat RNA; 280,000 tested, 0.036% active; Q9NR56; AID 2675; Potency, µM (titrated, usually from 57.5 µM), for the others: at the highest dose activity change, negative = inhibition, hits mostly inhibitors; TR-FRET MBNL1-His/biotin-(CUG)12 binding, 665/545 ratio; active = well fitted inhibition curve with a large enough effect in the signal ratio, with a control signal flat, not every such curve was filed as active; inconclusive = small, poorly fitted or top-dose-only effect, or effect the other way, or a change in a side signal; inactive = no such curve, though single readings can be large or run the other way; the % refers to the signal ratio; note: potency is the fitted concentration of half-maximal effect; % is set by controls: 0 for no effect and ±100 for the full control effect
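Compound titration spanned 92 nM–58 uM against the MBNL1-His/biotin-(CUG)12 complex. After 60 min at room temperature with 5 nM streptavidin-XL665 and 0.055 ng/ul terbium anti-His, ratiometric 665/545 nm emission (Ex 340 nm) normalized to controls.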
Mito fusion yeast – blocks mitochondrial division or promotes mitochondrial fusion | S. cerevisiae fusion-defective mutant growth rescue, CellTiterGlo 48 h | Potency, µM (doses to about 46.1 µM), for the others: at the top dose growth rescue (activation), usual class: activators | 320,000 tested, 0.23% active | AID 485298;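 note: potency is the fitted concentration of half-maximal effect; % of control where 0% means no effect; nearly all actives have a fitted effect of over 45% in size; temperature-sensitive fusion mutants such as fzo1-1 at 37 °C on non-fermentable ethanol glycerol medium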
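Luminescent cell viability in 1536-well qHTS format served as the measure of rescued growth in ts fusion-mutant S. cerevisiae cultured on non-fermentable YPEG for 48 hours at 37C.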
CXXC DNA block – blocks binding of human MLL CXXC domain to DNA; 290,000 tested, 0.037% active; AID 2662; MLL-CXXC / FITC-HOXA9 DNA fluorescence polarization; Potency, µM (titrated, usually from 115 µM), inactives show at the top dose activity change, negative = inhibition, actives largely listed as inhibitors; Q03164; active = well fitted inhibition curve with a large enough effect in the polarisation, with a control signal flat, not every such curve was filed as active; inconclusive = small, poorly fitted or top-dose-only effect, or effect the other way, or a change in a side signal; inactive = no such curve, though single readings can be large or run the other way; the % refers to the polarisation; note: potency is the fitted concentration of half-maximal effect
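Fluorescence polarization: 7 uM MLL-CXXC (stock) preincubated 5 min with compounds, then 50 nM fluorescein-HOX-A9 DNA (stock) added; 30 min ambient. Buffer 50 mM Tris-HCl pH 7.5, 50 mM NaCl, 1 mM DTT, 0.05% BSA.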
AT treatment – candidate therapy for ataxia-telangiectasia; […] A-T fibroblasts, KAP-1 phosphorylation AlphaLISA; neocarzinostatin DNA damage 30 min before lysis; Potency, µM (highest dose often 57.5 µM), inactives show at the top dose activation, usual class: activators; 320,000 tested, 0.19% active; note: potency is the fitted concentration of half-maximal effect; % of control where 0% means no effect; nearly all actives have a fitted effect of over 45% in size
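hTERT-immortalized A-T patient fibroblasts ([…]), 500 cells/well in OPTI-MEM, 1% FBS, got compounds for 60 min, then NCS for 30 min at 37C. Lysates were then assayed for phospho-KAP-1 by AlphaLISA (anti-pKAP1 donor, anti-KAP1 acceptor beads), 6 hr at 25C.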
Menin MLL FP TR – menin-MLL binding inhibition, Texas Red mutant peptide. AID 1768. O00255. Potency, µM (highest dose often 61.6 µM), without a hit: at the highest dose FP activity change, negative = inhibition, hits mostly inhibitors. 270,000 tested, 0.23% active. Menin + Texas Red MLL mutant peptide, fluorescence polarization; active = well fitted inhibition curve with a large enough effect in the polarisation, with a control signal flat, not every such curve was filed as active; inconclusive = small, poorly fitted or top-dose-only effect, or effect the other way, or a change in a side signal; inactive = no such curve, though single readings can be large or run the other way; the % refers to the polarisation; note: potency is the fitted concentration of half-maximal effect; % of control where 0% means no effect; many of its hits are not listed in these tables
TSHR antag – blocks TSH signaling through the human TSH receptor; P16473; TSHR-expressing cells, TSH-stimulated cAMP HTRF, 2 h; active compounds read low; activity change, negative = inhibition, % at 11.5 µM; 330,000 tested, 0.2% active; AID 504810;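 active = activity change below a set negative limit, meaning inhibition stronger than a set level, cut at about -70% in these data; inconclusive = activity change between two set negative limits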; note: % is set by controls: 0 for no effect and ±100 for the full control effect
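Antagonism was scored as loss of TSH-driven cAMP in TSHR cells, stimulated with 4nM TSH (EC80) for 2 hours at 37 deg C and detected by homogeneous HTRF competition immunoassay.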
ASM inhibitor – human S-ASM enzyme inhibition | P17405 | placental ASM, HMU-PC fluorogenic substrate, 60 min | Potency, µM (series often up to 57.5 µM), without a hit: at the top dose activity change, negative = inhibition, hits mostly inhibitors | 340,000 tested, 0.006% active | AID 504937; note: potency is the fitted concentration of half-maximal effect
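Human placenta-derived ASM enzyme was preincubated with compound for 10 minutes at room temperature, then given fluorogenic substrate HMU-PC0 (9 uM final) for 60 minutes at 37 °C; a pH 10 stop preceded fluorescence reading at Ex 386/Em 447 nm.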
TCR activator – T cell receptor activation; 330,000 tested, under 10 active; Potency, µM (titrated, usually from 9.22 µM), inactives show at the highest dose activation of IL-2 secretion, actives largely listed as activators; AID 504894; primary human leukocytes, anti-CD3, IL-2 HTRF, 48 h; note: % of control where 0% means no effect
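Compounds are tested in HTS on primary human leukocytes co-incubated with a-CD3 beads for 48 hr. IL-2 output is measured by time-resolved FRET.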
Active calls of the source: *; i = inactive; u = inconclusive; x = no result given; [ ] = remark or other dose. Unless noted, calls come from the whole dose curve; as a rule, active = well fitted curve in the direction sought with a large enough effect; inconclusive = small, poorly fitted or top-dose-only effect, or another doubt; inactive = no such curve, though single readings can be large; an effect the other way counts as inactive or inconclusive. These rows are one share of the data; count on the stated rates, not on these rows.

Compound	a7 integrin act	PTAP TSG101 blk	MBNL1 CUG block	Mito fusion yeast	CXXC DNA block	AT treatment	Menin MLL FP TR	TSHR antag	ASM inhibitor	TCR activator
CCOC(=O)c1c(-c2ccccc2)csc1NC(=O)c1cc(S(=O)(=O)N2CCOCC2)ccc1C	10%	0%	26%	-20%	19%	-7%	-4%	33	-4%	-1%[46.1 µM]
COc1nsnc1NS(=O)(=O)c1ccc(NC(=S)NC(=O)c2ccncc2)cc1	21%	-1%	3%	-3%	6%	-9%	x	4	-9%	-1%
COc1ccc2[nH]c(=O)c(-c3noc(-c4ccccc4)n3)cc2c1	u	-7%	u	1%	8%	-2%	-11%	8	330%[activator]	-12%
CCN(CC)S(=O)(=O)c1ccc(C)c(C(=O)Oc2cccc(-c3cnc4ccccc4n3)c2)c1	23%	0%	30%	-1%	-1%	-7%	u	13	-4%	0%
Cc1c(N(C)C)c(=O)n(-c2ccccc2)n1C	x	1%	x	-4%	x	-3%	-4%	-18	5%	-2%
CNCCCc1[nH]nc(N)c1C#N	-10%	0%	-8%	-1%	-2%	3%	2%	-4	-3%	-1%
O=C(NNc1ccc(-c2csnn2)cc1)c1cc(Cl)cc(Cl)c1	-23%	2%	-7%	-2%	-2%	-6%	x	4	-8%	-2%
O=C(NN1C(=O)/C(=C/c2cccs2)SC1=S)c1ccncc1	-2%	-1%	u	9%	-14%	-10%	x	-5	-18%	10%
O=C(COC(=O)c1ccc(F)cc1Cl)NC1CCCCCCC1	-7%	-2%	x	x	x	2%	x	-10	-1%	4%
COc1ccc(NC(=O)CN(C)C(=O)C23CC4CC(CC(C4)C2)C3)cc1	1%	-4%	-10%	6%	-3%	0%	4%	-10	-4%	2%
Cc1ccc(C(=O)N2CCN(S(=O)(=O)c3ccccc3)CC2)cc1	12%	-2%	-1%	-2%	10%	0%	-1%	-2	1%	-9%
Cc1ccc(-n2cnc3c(sc4nccc(N(C)C)c43)c2=O)cc1	11%	-7%	4%	0%	0%	1%	-6%	-18	13%	-5%
C=CCn1c(N)c(C(=O)OCC(C)C)c2nc3ccccc3nc21	-30%	-1%	22%	4%	3%	7%	0%	-11	i	7%
Cc1cc(C(=O)OC(C)C(=O)NC2CCCCC2)c(C)o1 (stereo not drawn)	10%	0%	x	2%	x	-4%	x	-4	0%	0%
O=C(O)CN=CC1=C(O)CC(c2ccccc2)CC1=O (stereo not drawn)	5%	2%	-1%	0%	-1%	-2%	-8%	1	0%	-2%
Cc1cccc(NC(=O)C2CCN(S(=O)(=O)c3ccc4c(c3)OCCO4)CC2)n1	21%	-2%	x	-1%	x	-2%	x	-13	1%	5%
COc1cc(S(=O)(=O)Nc2ccncc2)ccc1F	6%	-2%	-10%	8%	-3%	2%	0%	4	3%	2%
CNC(=O)c1ccccc1NC(=O)C1CC(=O)N(c2ccc(OC)cc2)C1 (stereo not drawn)	-13%	-1%	-13%	13%	-10%	13%	8%	43	-1%	-1%
CCOc1ccc(-c2nc(CN3CCCCC3CCn3cccn3)c(C)o2)cc1 (stereo not drawn)	-36%	0%	-4%	-8%	24%	-7%	x	-4	-5%	-6%
CC(c1ccon1)N(C)C(=O)c1ccc2nc(Cc3cccc(Cl)c3)oc2c1 (stereo not drawn)	20%	-5%	0%	17%	0%	-1%	x	0	-4%	-8%
CCOC(=O)c1c(NC(=O)CC2Nc3ccccc3NC2=O)sc(C)c1C (stereo not drawn)	29%	u	-3%	0%	4%	13%	-2%	4	5%	1%[46.1 µM]
CCn1cc(S(=O)(=O)NC(C)c2cc(OC)ccc2OC)cn1 (stereo not drawn)	5%	-3%	2%	3%	0%	6%	x	-8	10%	-1%
CCOC(=O)/C(=N\Nc1ccccc1Cl)N1CCN(Cc2ccccc2)CC1	5%	1%	-10%	23%	5%	-2%	u	29	1%	10%[46.1 µM]
COc1ccc(C(OCC(O)CNC(C)c2ccccc2)c2ccc(OC)cc2)cc1 (stereo not drawn)	-60%[inhibitor]	-4%	0%	-26%	9%	12%	-18%	-5	-3%	-1%
CN(C)C=NC(=O)c1cc(C(=O)c2ccccc2Cl)c[nH]1	1%	-2%	-6%	-1%	-13%	-2%	13%	0	-5%	3%
N/C(=N\OC(=O)c1ccc(Cl)cc1)c1cccnc1	-3%	0%	4%	-1%	1%	-2%	x	-8	1%	-4%
Cc1csc(NC(=O)C2CCN(S(=O)(=O)c3ccc4c(c3)oc(=O)n4C)CC2)n1	0%	-9%	2%	2%	-12%	3%	17%	5	-4%	-3%
COc1ccc(NC(=O)CN(C)CC(=O)Nc2sc3c(c2C(N)=O)CCC3)cc1	-25%	2%	x	2%	x	2%	x	-5	-2%	0%
COc1ccc(CN(C)C(=O)c2cccc(Oc3ccccc3)c2)c(OC)c1OC	-6%	-3%	0%	11%	-3%	11%	-16%	-9	3%	5%
CC(C)C(=O)Nc1cccc(NC(=S)NC(=O)c2ccc([N+](=O)[O-])cc2)c1	-3%	-4%	u	-6%	-9%	4%	-11%	-3	-4%	-7%
COC(=O)c1sc2ncccc2c1OCc1ccccc1Cl	4%	1%	5%	0%	18%	9%	-1%	-8	-8%	-1%
CC[C@H](C)Cc1cn([C@@H](CCCN=C(NC(=O)OC(C)(C)C)NC(=O)OC(C)(C)C)C(=O)NCCCCCCCCCCC(=O)N2CCN(C(=O)OC(C)(C)C)CC2)nn1	-32%	-6%	x	-1%	x	21%	x	48	-1%	2%
O=C(NNC(=O)c1cccnc1)Nc1cccc2ccccc12	18%	-9%	u	2%	5%	4%	-3%	1	-2%	1%
COc1cccc(CNC(=O)C2CCN(S(=O)(=O)c3ccc4c(c3)OCCO4)CC2)c1	-8%	-2%	-2%	1%	7%	5%	x	-7	1%	2%
Cc1ccc(-n2c(Cc3cccn3C)nnc2SCC(N)=O)cc1	24%	0%	2%	1%	5%	-4%	-4%	6	3%	5%
Cc1noc(C)c1CSCC(=O)NCCN1C(=O)S/C(=C\c2ccccc2F)C1=O	0%	0%	x	4%	x	9%	x	-3	-4%	x
O=C(CSc1n[nH]c(-c2cc(Cl)ccc2Cl)n1)NCCN1C(=O)CSC1=O	2%	0%	-5%	-1%	2%	3%	13%	-6	-2%	-1%[46.1 µM]
Cc1ccccc1NC(=O)Cn1c(O)c(N=NC(=O)c2ccccc2O)c2ccccc21	-2%	1%	12%	-2%	12%	-5%	20%	-7	-1%	-1%[46.1 µM]
Cn1c(Cc2ccc3c(c2)OCO3)nnc1SCC(=O)N1CCc2ccccc2C1	5%[7.66 µM]	-3%	-5%	2%	-2%	11%	-15%	-1	8%	-4%
Nc1c(Br)cc2oc(-c3ccccc3)nc2c1Br	-5%	1%	-11%	1%	13%	3%	21%	-9	12%	3%[46.1 µM]
O=C(CN1N=C(c2ccccc2)CCC1=O)NCc1ccccc1	-4%	-6%	-21%	-2%	-4%	5%	13%	18	3%	-2%
CC(=O)c1c(C)[nH]c(C(=O)CSc2nnc(N)s2)c1C	-2%	-5%	x	-2%	3%	0%	-2%	-4	-3%	-3%
CC(=O)Nc1cc2c3ccccc3n(C)c2cc1[N+](=O)[O-]	-24%	0%	x	x	x	x	x	x	10%	-5%
Cc1ccc(S(=O)(=O)CC(=O)c2ccc([N+](=O)[O-])cc2)cc1	7%	-1%	u	-2%	-10%	-12%	x	14	1%	-1%
COc1cc(C(=O)NNC(=O)c2ccc(NC(C)=O)cc2)cc(OC)c1OC	21%	-6%	-11%	-8%	-3%	0%	-5%	6	4%	7%
Cc1cc(C)nc(N(C#N)Cc2cccc3ccccc23)n1	5%	-3%	-1%	u	-7%	35%	x	-5	-3%	-2%
CCc1c(C)sc(NC(=O)CC#N)c1C#N	-16%[7.66 µM]	-5%	15%	2%	-1%	1%	0%	4	7%	-11%
O=C(CN1CCN(Cc2ccc3c(c2)OCO3)CC1)Nc1ccc2[nH]c(=O)[nH]c2c1	-11%	-2%	x	x	x	-3%	x	-2	1%	0%[46.1 µM]
CS(=O)(=O)N1CCC(Oc2ccccc2C(=O)N2CCNC(=O)C2)CC1	13%	0%	1%	-4%	-1%	-1%	16%	-4	2%	-3%
COc1ccc(C(=O)NCCCNC(=O)c2ccccn2)cc1Br	0%	-4%	-15%	3%	19%	6%	4%	-4	-3%	-6%
